Bioassay records from PubChem BioAssay.
Pf growth 48h: P. falciparum growth inhibition at 48 hours (one generation); P. falciparum luciferase growth in erythrocytes, 48 h; hit rate 5.9% among 310,000; Potency, µM (series often up to 28.7 µM), inactives show at the top dose activity change, negative = inhibition, hits mostly inhibitors; also: potency is read from the fitted curve at half-maximal effect; % is scaled to controls: 0 for no effect and ±100 for the full control effect
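Parasite viability was followed by luminescence of a genomically integrated firefly luciferase. Cultures held 0.1% parasitemia at 2% hematocrit (final), incubated under 5% CO2 at 37 C.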
Shiga toxin inh: blocks Shiga toxin action in Vero cells; Vero cells, Shiga toxin protein synthesis inhibition reporter; inhibition, % at 38.7 µM; hit rate 9.2% among 290,000; AID 2315; in the data active = inhibition mostly above about 28%, no sharp cut-off; inactive = mostly below about 43%; also: 0% is about no effect
FBPA Giardia inh: Giardia lamblia aldolase inhibition | A8B2U2 | purified Giardia FBPA | Potency, µM (top dose mostly 59.6 µM), for the others: top-dose activity, negative = inhibition, actives largely listed as inhibitors | hit rate 0.71% among 290,000; also: potency is read from the fitted curve at half-maximal effect; % is scaled to controls: 0 for no effect and ±100 for the full control effect; nearly all actives have a fitted effect of over 55% in size
Target sequence (A8B2U2 whole entry, looked up): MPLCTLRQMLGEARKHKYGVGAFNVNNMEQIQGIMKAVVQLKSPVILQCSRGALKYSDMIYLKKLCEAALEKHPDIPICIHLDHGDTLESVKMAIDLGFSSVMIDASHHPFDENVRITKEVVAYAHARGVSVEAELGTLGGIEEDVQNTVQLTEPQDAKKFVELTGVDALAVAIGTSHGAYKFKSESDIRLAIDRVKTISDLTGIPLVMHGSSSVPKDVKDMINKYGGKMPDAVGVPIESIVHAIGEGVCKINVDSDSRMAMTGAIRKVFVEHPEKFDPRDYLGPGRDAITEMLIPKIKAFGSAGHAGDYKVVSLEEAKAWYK
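40 nM FBPA preincubated 10 min at RT with compound (up to 57.5 uM final), then substrate plus GAPDH/TPI/NAD/arsenate coupling and diaphorase/resazurin added. Fluorescence read after 20 min at RT, 525/598 nm.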
HCV inhibitor: inhibitors of hepatitis C virus infection. Huh7.5.1 HCVcc-Cre infection, luciferase reporter, 44 h. Potency, µM (highest dose often 41.8 µM), inactives show at the top dose activity change, negative = inhibition, usual class: inhibitors. hit rate 3.4% among 340,000. AID 651820; also: potency is read from the fitted curve at half-maximal effect; % is scaled to controls: 0 for no effect and ±100 for the full control effect
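Compounds are dispensed onto cells plated 4 h earlier at 1,000 per well, with HCVcc-Cre virus (about 0.5 moi) added next. Following 44 h of culture, luminescent signal is measured for 15 sec after 15 min with substrate at room temperature.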
Pf growth 96h: inhibits malaria parasite growth, 96 h. Potency, µM (doses to about 28.7 µM), for inactives: top-dose activity change, negative = inhibition, actives largely listed as inhibitors. P. falciparum luciferase reporter growth, 96 h. hit rate 6.9% among 320,000; also: potency is read from the fitted curve at half-maximal effect; % is scaled to controls: 0 for no effect and ±100 for the full control effect
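Luminescence readout: decreased luciferase signal marks inhibited growth of reporter-expressing P. falciparum in infected red cells (2% hematocrit, 0.05% parasitemia final), exposed to compound two generations (96 h, 37 C, 5% CO2).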
Cycloheximide cs: affects cycloheximide protein synthesis inhibition readout, counter-screen | cell reporter, cycloheximide protein synthesis inhibition counterscreen | max response, % | hit rate 12% among 300,000 | AID 2314; in the data active = max response mostly above about 13%, no sharp cut-off; inactive = mostly below about 14%; also: read at 38.3 µM for the half of the compounds with a filed dose; 0% is about no effect
The depositor's hits bear a star; ? = inconclusive; nt = no result given; [ ] = dose if it differs, or a comment. Unless noted, calls follow the shape of the dose curve; as a rule, active = well fitted curve in the direction sought with a large enough effect; inconclusive = small, poorly fitted or top-dose-only effect, or another doubt; inactive = no such curve, though single readings can be large; an effect the other way counts as inactive or inconclusive.

No.	SMILES	HCV inhibitor	Pf growth 96h	Pf growth 48h	Shiga toxin inh	Cycloheximide cs	FBPA Giardia inh
1	CSc1ccc(S(=O)(=O)NC2CCCCC2)cc1	16%	nt	25%	24	-5	4%
2	COc1ccc(Nc2ccc([N+](=O)[O-])c3nonc23)c(OC)c1	-4%	-14%	?	-16	-1	-15%
3	Cc1ccc(S(=O)(=O)N2CCN(C(=O)c3ccc(S(=O)(=O)N4CCCC4)cc3)CC2)cc1	3%	7.4µM*	?	-2	7	11%
4	CC1=C(C(=O)N2CCCC(N3CCN(c4cccc(Cl)c4)CC3)C2)OCCO1 (stereo unspecified)	-6%	-6%	2%	3	20	nt
5	COC(=O)C1=C(C(=O)OC)C(c2cc(Cl)ccc2O)c2sc(=O)[nH]c2S1 (stereo unspecified)	-2%	78%[activator]	10%	-4	14	nt
6	O=S(=O)(c1ccc(-c2ccon2)s1)N1CCN(CCN2CCOCC2)CC1	-4%	-11%	?	-3	-2	-8%
7	COc1ccc(Cc2nnc(N/N=C/c3ccc(N(C)C)cc3)[nH]c2=O)cc1OC	2%	-12%	0%	5	2	-1%
8	Cc1cc(C)c(C)c(OCC(=O)N2CCOCC2)c1	7%	13µM*	nt	3	-8	11%
9	Cc1cc(N=Cc2c(O)n(-c3cccc(Cl)c3)c(=O)c3ccccc23)no1	16%	-27%	-9%	-7	-6	2%
10	CCOCC(=O)Nc1ccc(-c2cn3cccnc3n2)cc1	14%	?	42%[activator]	5	16	-1%
11	Cc1ccc(N2C(=O)N(CC(=O)Nc3ccc(C)cc3C)C(=O)C2C)cc1 (stereo unspecified)	-22%	5%	0%	31	18	-5%
12	CCN(CC)S(=O)(=O)c1ccc(C(=O)Nc2nnc(CSC)o2)cc1	15%	?	?	-2	-3	16µM*
13	CCOC(=O)c1c(C)[nH]c(C(=O)OCC(=O)Nc2cc(C)c(Cl)cc2OC)c1C	-15%	-3%	nt	-6	-4	7%
14	N#Cc1nc(COc2ccc(Cl)cc2Cl)oc1N1CCOCC1	-18%	7%	-14%	35*	29*	13%
15	COc1cccc(NC(=O)CSC2=C(C#N)C(c3ccco3)C3=C(CCCC3=O)N2)c1 (stereo unspecified)	?	134%[activator]	-21%	92*	36*	?
16	CC(=O)c1csc(-c2cccc(-c3nc4ccc(Cl)cn4c3NC3CCCCC3)c2)c1	?	1%	?	nt	nt	nt
17	CCN(C(=O)CN1CCN(c2ccc(O)cc2)CC1)c1c(N)n(Cc2ccccc2)c(=O)[nH]c1=O	18%	4.7µM*	?	-10	-4	?
18	N=C(N)SCc1ccc(O)c([N+](=O)[O-])c1	-2%	48%[activator]	50%[activator]	-3	11	?
19	COC(=O)c1cccc(S(=O)(=O)N2CCOCC2)c1	17%	?	nt	-3	-1	7%
20	Cc1cc(C(F)(F)F)n2ncc(-c3ccc(F)cc3)c2n1	21%	4%	nt	2	6	6%
21	COCC(=O)N1CCCN(c2nc3c(C)cccc3cc2C#N)CC1	-20%	nt	-9%	-13	2	-17%
22	CCCCOc1ccc(C(=O)Nc2ccc(N3CCN(C(=O)C(C)C)CC3)cc2)cc1	-1%	nt	9.3µM*	-6	-4	1%
23	CCc1ccc(NC(=O)Cn2ccn(-c3cccc(Cl)c3)c(=O)c2=O)cc1	0%	?	8%	-3	2	2%
24	CC1(C)CC2CC(C)(CN2C(=O)COC(=O)c2cncc(Br)c2)C1 (stereo unspecified)	4%	30%	12%	nt	nt	nt
25	CC(=O)Nc1ccc(NC(=O)CSc2ncc(C(=O)Nc3ccccc3)c(=O)n2C)cc1	8%	13%	14%	nt	nt	nt
26	CC1CCCCN1C(=O)Cn1c(=O)oc2cc(S(=O)(=O)N3CCCCC3)ccc21 (stereo unspecified)	14%	-24%	?	13	-1	1%
27	NC(=O)/C(=C/c1cccnc1)NC(=O)c1ccccc1	23%	17%	13%	7	-1	5%
28	O=C(CSc1ccc(F)cc1)NCC1(N2CCOCC2)CCCCC1	?	?	?	nt	nt	nt
29	CC(C)CNS(=O)(=O)c1ccc(OCC(=O)NCc2ccco2)cc1	9%	-1%	18%	1	-2	6%
30	Cc1ccc(C(=O)NCC(=O)NNC(=O)CN(C)S(=O)(=O)c2ccc(Cl)cc2)s1	-2%	38%[activator]	1%	nt	nt	nt
31	O=C(Nc1ccccc1)c1ccccc1O	10%	-14%	?	59*	18	1%
32	COc1ccc2nc(NC(=O)c3cc(S(=O)(=O)N4CCOCC4)ccc3C)sc2c1	22µM*	nt	-6%	-6	1	-2%
33	CC(=O)Nc1ccc(C2CC(c3ccc(Cl)cc3)=NN2c2ccccc2)cc1 (stereo unspecified)	?	4.7µM*	nt	-5	9	14%
34	CC(C)(C)CC(C)(C)NC(=S)Nc1ccc2nc(-c3ccccn3)c(-c3ccccn3)nc2c1	-29%	?	?	-5	-6	?
35	COc1ccc(NC(=S)NCc2cccs2)cc1	12%	?	18%	47*	19*	1%
36	CC(C)CC(=O)Nc1ncnc2c1C(=O)CC(C)(C)C2	-5%	-26%	40%[activator]	-28	10	2%
37	[N-]=[N+]=NC(c1ccccc1)c1nc2ccccc2[nH]c1=O (stereo unspecified)	11%	4%	-16%	28	27*	-7%
38	C=CCn1c(C)c(C=C2C(=O)NC(=O)NC2=O)c2ccccc21	1%	-15%	-6%	-2	1	-10%
39	O=C(N/N=C/c1ccc(N2CCOCC2)cc1)c1ccccc1NS(=O)(=O)c1cccs1	13%	?	?	33	8	12%
40	CCCn1c(SCC(=O)NC2CCCCC2)nnc1-c1cccnc1	9%	39%	0%	-5	-5	4%
41	O=C(c1ccc(F)cc1)C1CCN(C(=O)Nc2ccccc2Cl)CC1	-16%	2.9µM*	-26%	23	-3	0%
42	CC(C)(C)C(=O)O/N=C(\N)c1ccc(Br)cc1	14%	0%	28%	18	1	1%
43	COC(=O)[C@H](CC(C)C)NC(=O)CCc1nnc(COc2ccccc2)o1	-3%	-9%	23%	10	4	11%
44	COc1ccc(OCc2nc(N)nc(Nc3ccccc3)n2)cc1	-5%	?	8%	25	21*	2%
45	Cc1cccc(NC(=O)NC2CCCc3ccccc32)c1 (stereo unspecified)	-24%	37%[activator]	-15%	14	7	-10%
46	Cc1oc(-c2ccccc2F)nc1CN1CCC(C(=O)NC2CC2)CC1	-10%	27%	?	-22	-4	1%
47	CCOC(=O)c1c(C)[nH]c(C(=O)COC(=O)c2ccncc2)c1C	8%	17%	?	5	12	8%
48	Cn1c(N)c(C(=O)COC(=O)c2ccc3c(c2)C(=O)N(c2ccc(Cl)cc2)C3=O)c(=O)n(C)c1=O	5%	17%	3%	-13	-2	1%
49	CCOC(=O)c1cc(CC)sc1NC(=O)CN1CCN(C(=O)c2ccco2)CC1	?	15%	?	-17	-7	nt
50	O=C(CSc1nnc(NC(=O)c2ccco2)s1)Nc1cccc(F)c1	nt	64%[activator]	65%[activator]	78*	32*	nt

Brought forward from above: 2 entries; new compounds follow.
No.	SMILES	HCV inhibitor	Pf growth 96h	Pf growth 48h	Shiga toxin inh	Cycloheximide cs	FBPA Giardia inh
49	CCOC(=O)c1cc(CC)sc1NC(=O)CN1CCN(C(=O)c2ccco2)CC1	?	15%	?	-17	-7	nt
50	O=C(CSc1nnc(NC(=O)c2ccco2)s1)Nc1cccc(F)c1	nt	64%[activator]	65%[activator]	78*	32*	nt
51	O=C(/C=C/Nc1ccccc1)c1cnc(-c2ccccc2)s1	10%	52%[activator]	69%[activator]	-11	2	-1%
52	O=C(c1cccc(Br)c1)N1CCN(S(=O)(=O)N2CCCCC2)CC1	4%	14%	16%	-11	-10	nt
53	CC(=O)N1c2ccc(S(=O)(=O)N3CCCC(C(=O)NC4CCCC(C)C4C)C3)cc2CC1C (stereo unspecified)	?	-21%	?	-17	1	3%
54	CCCSc1nc2sc3c(c2c(=O)[nH]1)CC(C)CC3 (stereo unspecified)	4%	-8%	18%	-6	-2	-1%
55	COc1ccccc1NC(=O)c1sc2ncn(CC(=O)Nc3ccccc3)c(=O)c2c1C	2%	?	8%	19	-4	8%
56	Cc1ccc(NC(=O)COc2ncnc3ccccc23)cc1S(=O)(=O)N1CCOCC1	?	?	0%	-5	-4	-5%
57	Cc1cccc(C)c1NC(=O)CN1CCN(CC(=O)c2cc(C)n(C3CC3)c2C)CC1	6%	?	?	nt	nt	nt
58	COc1ccccc1COC(=O)C(NC(=O)c1ccc(C)cc1)C(C)C (stereo unspecified)	0%	-6%	16%	nt	nt	nt
59	CCNC(=S)Nc1cc2oc3ccccc3c2cc1OC	22µM*	-2%	15%	-2	3	nt
60	Cc1ccccc1CN(C)C(C)C(=O)NCc1ccccc1 (stereo unspecified)	?	10%	20%[0.00184 µM]	-2	-7	6%
61	Cc1cccc2c(SCC(=O)NCC3CCCO3)nc(-c3ccc(F)cc3)nc12 (stereo unspecified)	10%	7%	18%	-8	-1	2%
62	COc1ccccc1/C=C/C(=O)Nc1nc(N)n(-c2ccccc2)n1	1%	141%[activator]	14%	21	-2	5%
63	Cc1ccc(NC(=O)CCC(=O)N2CCOCC2)nc1	?	42%[activator]	49%[activator]	nt	nt	nt
64	COc1ccc(/C=N/NC(=O)C(=O)/C=C2\NC3(CCCC3)Cc3ccccc32)cc1	10µM*	?	?	-9	-4	-5%
65	COc1cc(OC)cc(C(=O)N[C@H](C(=O)Nc2nc(-c3ccc(OC)c(OC)c3)cs2)C(C)C)c1	?	10µM*	13µM*	-4	13	-7%
66	CCn1c(SCc2nnc(-c3ccccc3)o2)nc2c1c(=O)n(C)c(=O)n2C	5%	6.6µM*	9%	26	-1	1%
67	CCOC(=O)c1ccc(CC2SC(N)=NC2=O)cc1 (stereo unspecified)	12%	8%	-10%	-5	6	8%
68	CCc1cc(=O)oc2cc(C)cc(OCc3nn[nH]n3)c12	6%	21%	12%	-20	-8	-6%
69	CN1CCN(C(c2ccc(Cl)cc2)c2cc(Cl)c3cccnc3c2O)CC1 (stereo unspecified)	?	?	?	5	3	-6%
70	O=C(CSc1ncnc2ccccc12)NCCCO	31%[activator]	2%	?	-3	-2	4%
71	Cc1ccc(-c2cc(=O)c3cc(Cl)ccc3[nH]2)cc1	nt	19%	122%[activator]	39*	26*	0%[89.2 µM]
72	Cc1ccc(-n2c(-c3ccc(Cl)cc3)c[n+]3c2CCC3)cc1	?	0.1µM*	0.26µM*	1	-1	4%
73	Fc1cccc(Cl)c1Cn1nnc(-c2ccc3c(c2)OCO3)n1	-16%	nt	104%[activator]	146*	62*	4%
74	Cc1c(C=O)c2ccccc2n1CC(=O)O	15%	0%	-13%	-13	-1	-4%
75	CCOC(=O)CSc1nc(C)cc2c1C(=O)OC2	15%	26%	21%	5	-2	-1%
76	CC(C)C(OC(=O)c1cccs1)C(=O)NCc1ccc2c(c1)OCO2 (stereo unspecified)	-28%	2%	-4%	14	6	-1%
77	Cc1ccc2c(NC(=S)NC(=O)c3ccccc3)cccc2n1	?	58%[activator]	14%	3	10	nt
78	O=C(CSc1nnc2scc(-c3ccccc3)n12)NCc1ccc2c(c1)OCO2	-12%	nt	-1%	-14	-3	7%
79	Cc1ccc(NC(=O)C2CC(O)CN2C(=O)Oc2ccccc2)c(C)c1 (stereo unspecified)	-3%	?	29%	-15	0	-12%
80	CC(=O)OCC(NC(=O)C(CCCCNC(=O)OCc1ccccc1)NC(=O)OC(C)(C)C)C1OC(n2cc(C)c(=O)[nH]c2=O)C(OC(C)=O)C1OC(C)=O (stereo unspecified)	nt	nt	nt	-7	-2	0%
81	CC(C(=O)NCCN1C(=O)S/C(=C\c2cccs2)C1=O)N1C(=O)c2ccccc2C1=O (stereo unspecified)	16%	23%	12%	1	-1	2%
